Bioassay records (PubChem)
EP2 mod: EP2 receptor (human) modulation; P43116; EP2-expressing cells, cAMP HTRF FRET, PGE2 co-stimulation; induction, % at 25 µM; 0.83% of 260,000 active; AID 940;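 active = compounds whose cAMP rise, as percent of the full-agonist control response, exceeds 60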;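 also: rat C6 glioma line stably carrying human EP2 under a CMV promoter; the protocol text gives 20 µM as final concentration; 100% = response of wells given 1 µM PGE2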
Target sequence (P43116 whole entry, looked up): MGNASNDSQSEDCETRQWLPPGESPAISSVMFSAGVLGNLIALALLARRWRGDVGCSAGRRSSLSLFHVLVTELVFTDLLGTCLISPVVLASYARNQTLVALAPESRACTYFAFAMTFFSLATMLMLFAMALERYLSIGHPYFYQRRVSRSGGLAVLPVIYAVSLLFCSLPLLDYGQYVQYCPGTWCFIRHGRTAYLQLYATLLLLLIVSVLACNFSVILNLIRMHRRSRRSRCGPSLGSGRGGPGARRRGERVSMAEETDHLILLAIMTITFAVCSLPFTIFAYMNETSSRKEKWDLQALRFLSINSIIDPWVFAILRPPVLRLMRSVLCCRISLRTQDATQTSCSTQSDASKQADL
S1P4 agonist: activates the human S1P4 receptor. S1P4-expressing cell line, agonist reporter assay. O95977. activation, % at 4.98 µM. 0.35% of 220,000 active. AID 1509; in the data active = activation above about 11%;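 also: 0% = DMSO vehicle and 100% = reference agonist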
TRPML3 agonist: agonists of human TRPML3 channel; activation, % at 3 µM; Q8TDD5; HEK293 TRPML3-YFP, Fluo-8 calcium fluorescence; 100% = the carbachol control signal; 0.29% of 220,000 active;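 active = activation above its plate's cutoff, the mean activation of the plate's test wells plus 3 SD, cut at about 12% in these data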;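 also: 0% = DMSO only wells and 100% = carbachol wells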
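Material: HEK293 cells stably carrying human TRPML3-YFP; compound dosing: single dose, 3 µM final nominal compound, 0.3% DMSO final; incubation: 1-h 37 °C dye load, 5-s basal, 120-s post-compound reads; technique: Fluo-8 intracellular calcium fluorescence, excitation 470-495 nm, emission 515-575 nm; read-out basis: percent activation from peak-to-basal fluorescence ratio, scaled between DMSO and carbachol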
zfTRPN1 agonist: activates the zebrafish TRPN1 channel. AID 1424. activation, % at 3 µM. HEK293 zebrafish TRPN1-YFP, Fluo-8 calcium fluorescence; 100% = response to 87 µM carbachol. 0.18% of 220,000 active;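 active = activation above its plate's cutoff, the mean activation of test wells on that plate plus 3 SD, cut at about 19% in these data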;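 also: 0% = DMSO alone and 100% = 87 µM carbachol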
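System: zebrafish TRPN1-YFP in HEK293 cells / Dosing: 3 µM single point / Timing: dye loading 1 h at 37 °C, then 30 min room temperature / Signal: Fluo-8 calcium fluorescence, excitation 470-495 nm, emission 515-575 nm / Read-out basis: percent activation from peak over basal fluorescence ratio, control-normalized / Control set: high carbachol 87 µM, low DMSO alone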
S1P4 antag: antagonists of human S1P4 receptor | O95977 | S1P4-expressing cells, antagonist mode, reporter read-out | inhibition, % at 4.98 µM | 0.26% of 220,000 active | AID 1510; in the data active = inhibition above about 29%;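 also: 0% = wells stimulated with agonist and 100% = vehicle wells without agonist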
NPY-Y1 antag: antagonists of human neuropeptide Y receptor Y1. P25929. HEK293-CNG Y1 cells, membrane potential fluorescence; NPY at EC95, then isoproterenol. inhibition, % at 3.6 µM. 1% of 200,000 active. AID 1040;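 active = inhibition above the campaign mean inhibition of all tested compounds plus 3 SD, cut at about 20% in these data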;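 also: 0% = DMSO wells given NPY plus isoproterenol and 100% = isoproterenol alone without NPY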
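Assay system: HEK293 cells with Y1 receptor plus CNG channel | Probe or stimulus: NPY (25 nM), isoproterenol (1 µM), Ro 20-1724 (25 µM) | Timing: Compound incubation 1 h at room temperature, readout 45 min post-stimulation | Measured by: Membrane-potential fluorescent dye readout | Benchmarks: High control isoproterenol alone, low control NPY with isoproterenol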
NPY-Y1 PAM-ag: potentiates or activates human NPY-Y1 receptor | AID 1304 | P25929 | activation, % at 3.6 µM | 0.37% of 220,000 active | NPY-Y1 expressing cells, potentiator/agonist activation; in the data active = activation above about 33%, passing the limit was not always enough;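 also: cells stimulated with NPY at EC10 then isoproterenol at EC100; 0% = low agonist plus stimulus and 100% = saturating agonist plus stimulus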
NPY2 pot ag: potentiators or agonists of human neuropeptide Y receptor Y2 | P49146 | cells expressing NPY-Y2, potentiator/agonist read-out | activation, % at 3.6 µM | 0.45% of 220,000 active | AID 1359; in the data active = activation above about 27%;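 also: cells stimulated with NPY near EC25 plus isoproterenol at EC100; 0% = vehicle plus submaximal agonist and 100% = vehicle plus saturating agonist; some results beyond the cut were filed as inactive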
Target sequence (P49146 whole entry, looked up): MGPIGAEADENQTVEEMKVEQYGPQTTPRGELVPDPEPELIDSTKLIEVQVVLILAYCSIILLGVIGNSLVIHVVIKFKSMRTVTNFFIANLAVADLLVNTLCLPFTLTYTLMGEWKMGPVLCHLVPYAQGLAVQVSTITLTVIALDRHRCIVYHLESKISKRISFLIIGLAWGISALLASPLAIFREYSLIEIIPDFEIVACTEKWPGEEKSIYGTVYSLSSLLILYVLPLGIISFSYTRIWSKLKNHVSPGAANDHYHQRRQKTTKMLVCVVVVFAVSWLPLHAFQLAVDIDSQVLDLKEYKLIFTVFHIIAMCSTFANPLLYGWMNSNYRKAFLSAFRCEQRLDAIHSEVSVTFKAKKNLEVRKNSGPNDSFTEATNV
CHOP inh: inhibitors of CHOP induction in ER stress response; CHO-K1 CHOP-promoter luciferase, tunicamycin-induced, 15-18 h; inhibition, % at 10 µM; 3.8% of 220,000 active; AID 2732;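 active = compounds that reduced the stress-induced luciferase reporter signal by more than about 70% of percent inhibition, limit read from the data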;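 also: 0% = tunicamycin plus vehicle and 100% = wells without tunicamycin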
* hit, by the source's call; / = not tested or not shown; & = joins results of further samples. The order is random, and some 6.5% of all compounds hit somewhere here.

Compound	TRPML3 agonist	S1P4 agonist	NPY2 pot ag	zfTRPN1 agonist	NPY-Y1 antag	NPY-Y1 PAM-ag	EP2 mod	S1P4 antag	CHOP inh
CCOC(=O)c1[nH]c2ccccc2c1NC(=O)c1ccc(S(=O)(=O)N2CCOCC2)cc1	0.2	2.8	-10	0.2	1	-19	-28	6	-5
S=C(NC1CCCCC1)c1ccc2c(c1)OCO2	-1.4	0.3	-9	-1.0	4	-15	-9	-13	-17
O=C(CSc1ccc2c(c1)OCCO2)Nc1cccnc1Cl	1.0	1.8	-13	3.8	3	-5	-49	-6	1
COc1cccc(CNC(=O)C2CCN(S(=O)(=O)c3ccc4c(c3)CCC(=O)N4)CC2)c1	0.2	0.1	-8	0.0	-5	14	-8	-3	-33
CCOC(=O)C1(CCOc2ccccc2)CCN(Cc2ccc(-n3cccn3)cc2)CC1	4.5	-0.4	-28	0.9	7	-7	24	3	50
Fc1ccc(CSc2ccc(-c3ccc4c(c3)OCO4)nn2)cc1	0.6	1.7	-5	-0.2	5	2	14	-18	36
NS(=O)(=O)c1ccc2nc(NC(=O)c3ccc(Br)o3)sc2c1	0.7	0.1	12	3.2	2	5	1	-1	-55
COc1ccc(C(NC(C)=O)c2cc(Cl)c3cccnc3c2O)cc1OC (stereo not drawn)	1.5	0.7	2	3.0	6	-8	12	4	41
CCOC(=O)COc1ccc2nsnc2c1	-0.1	-1.2	1	0.3	9	5	-11	-3	13
CCN(CC)CCNc1nc2ccccc2n1C	0.4	0.2	-16	0.3	-4	-7	25	-3	14
Fc1ccc(CSc2nc3ncccc3[nH]2)cc1	0.4	0.3	-9	-1.1	11	-14	14	7	7
O=C(N/N=C/c1ccc(Cl)c([N+](=O)[O-])c1)c1cnccn1	1.1	0.5	-3	0.8	-3	-6	-2	-13	-54
O=C(CCS(=O)(=O)c1cccs1)Nc1ccc(C(=O)NCc2ccccc2)cc1	0.1	0.4	6	0.9	-1	-2	-10	3	29
COC(=O)[C@H]1Cc2cnoc2C[C@]1(C)C(=O)O	0.5	0.0	9	1.4	1	5	45	-22	-1
Cc1occc1-c1nnc(SCC(=O)Nc2nccs2)n1Cc1ccco1	-0.6	0.1	2	-1.3	12	19	30	-2	7
CN1CCN(NC(=O)c2cccc(S(=O)(=O)N3CCCCCC3)c2)CC1	0.6	-1.1	5	-0.1	-5	-4	8	-14	21
Cc1ccc(S(=O)(=O)Cc2ccc(C(=O)NCCCN3CCCC3=O)o2)cc1	0.8	0.9	-4	1.9	-2	17	10	9	20
CCOc1ccc(Nc2nc(Cc3nnc(SCC(=O)NC4CCCC4)n3C)cs2)cc1	-0.3	3.9	2	-0.5	4	5	10	-14	7
COc1cc(NS(=O)(=O)c2ccc(N)cc2)nc(OC)n1	1.2	1.6	6	0.7	4	10	59&13	-17	9
COc1ccc(S(=O)(=O)N2CCCN(Cc3cccc(F)c3)CC2)cc1	0.8	-1.5	-3	-0.1	11	7	-43	1	11
CC1=NCCN1S(=O)(=O)c1c(C(C)C)cc(C(C)C)cc1C(C)C	1.2	0.4	-8	0.9	5	12	59	8	57
CC(OC(=O)c1oc2ccccc2c1COc1ccccc1)C(N)=O (stereo not drawn)	0.0	0.8	-6	0.5	5	-10	23	-5	19
Cc1cc(N2CCOCC2)n2ncc(-c3ccc(Cl)cc3)c2n1	0.6	0.3	-16	1.3	/	-15	-12	5	12
C(=N\n1cnnc1)/c1ccc2ncccc2c1	1.0	-0.5	10	0.2	5	13	15	-11	5
Cc1ccc(NC(=O)CSc2nc3ccccc3c3nc4ccccc4n23)cc1	-0.1	0.2	-6	-0.3	6	-3	9	-5	9
Cc1[nH]n(-c2ccc([N+](=O)[O-])cc2)c(=O)c1C=NCCN1CCN(C(=O)c2ccc(Br)cc2)CC1	1.1	-3.6	-2	-0.2	-4	-15	-40	-14	33
COc1ccc(-c2nnn(CC(=O)NC3CCCc4ccccc43)n2)cc1OC (stereo not drawn)	0.6	0.6	0	0.7	3	-8	/	-21	/
COc1ccc(-n2nnnc2SCC(=O)NCCc2ccccc2)cc1OC	0.6	-0.4	56*	2.0	3	14	0	6	20
Nc1cc(OC(=O)c2cccs2)nn1S(=O)(=O)c1ccc(F)cc1	-1.2	0.6	-12	-1.9	0	4	4	1	61
Cc1nc2ccc(C(=O)O)cc2c2c1CC(C)S2 (stereo not drawn)	0.4	0.1	-6	1.8	7	-4	17	9	38
Cc1cc(C)n(-c2nc3ccccc3nc2Nc2ccc3[nH]c(=O)[nH]c3c2)n1	0.1	-0.5	18	-0.8	1	8	83*	-20	18
O=C(C1=C(O)C(=O)N(c2ncccn2)C1c1ccc(Cl)c(Cl)c1)c1ccco1 (stereo not drawn)	0.5	0.6	-5	0.2	4	9	23	-8	32
Cc1cc(C(=O)Cn2nnc(-c3ccc(Cl)cc3)n2)c(C)n1-c1ccccc1	1.2	2.2	-4	1.5	7	-18	16	-8	25
CCCCn1c(CN(Cc2ccccc2)Cc2ccccc2)nc2c1c(=O)n(C)c(=O)n2C	-0.1	2.0	-1	3.9	8	-13	/	2	/
COc1cc(C(c2c(C)[nH][nH]c2=O)c2c(C)[nH][nH]c2=O)ccc1OS(=O)(=O)c1ccccc1	0.9	-0.4	2	0.3	1	3	-1	-2	15
CC1Cc2ccccc2N1C(=O)c1ccnc(C(C)(C)C)c1 (stereo not drawn)	-0.5	3.1	-19	-0.1	1	-22	9	-20	38
COc1ccc(CCNC(=O)COC(=O)c2cc(OC)c(OC)cc2OC)cc1OC	0.8	1.8	3	-0.6	5	14	9	-26	-18
Cc1onc(-c2ccccc2Cl)c1C(=O)OCC(=O)N1CCCc2ccccc21	0.3	-1.1	11	1.2	0	1	30	-1	61
CCOC(=O)N1CCN(CC(O)COc2ccc(C)cc2C(C)(C)C)CC1 (stereo not drawn)	0.7	0.1	61*	-1.3	-11	77*	31	-13	58
CN(c1ccccc1)S(=O)(=O)c1ccc(Cl)c(C(=O)Nc2nn[nH]n2)c1	-0.5	0.4	-7	0.3	6	12	-19	-9	-7
COc1cc(/C=N/NC(=O)CNC(=O)c2ccccc2)ccc1OC(=O)c1cccs1	-1.0	1.9	5	-0.7	3	9	-7	4	15
Brc1ccc(CSc2nnc3ccccn23)cc1	0.0	0.5	5	0.2	7	7	-1	-10	15
COc1ccccc1OCCC(=O)OCC(=O)NCc1ccccc1	-0.1	-2.1	-5	-0.9	-4	-6	-1	-1	-9
COc1ccc(/C=c2\s/c(=C(/C#N)C(=O)NCc3ccco3)n(-c3ccccc3)c2=O)cc1	0.4	-0.2	-2	0.4	0	-9	-16	-17	28
COc1ccc(-c2noc(-c3ccccc3C(=O)Nc3cccnc3)n2)cc1	-0.1	-0.7	-16	-0.3	-1	-5	50	-9	9
CSc1ccccc1NC(=O)CSCc1ccccc1Br	-0.7	0.4	-6	-0.8	17	-13	44	2	72*
CC(=O)/C(C[N+]1(C)CCCCC1)=N\O	0.3	-1.7	7	-0.3	8	5	20	-15	14
COc1ccc2nc(SCCC(=O)O)cc(C)c2c1	0.7	1.0	-12	0.4	/	-17	19	10	10
O=C(COc1cc(F)ccc1[N+](=O)[O-])Nc1cccc(Br)c1	1.5	0.5	-2	2.8	4	15	24	6	-13
COc1ccc(-c2ccc(/C=N/NC(=O)Cc3nnc(N)s3)o2)cc1Cl	-1.1	0.2	-16	2.3	/	1	-30	-4	14

Following part
Compound	TRPML3 agonist	S1P4 agonist	NPY2 pot ag	zfTRPN1 agonist	NPY-Y1 antag	NPY-Y1 PAM-ag	EP2 mod	S1P4 antag	CHOP inh
COc1ccc(CC(=O)Nc2ccc3c(c2)OCO3)cc1S(=O)(=O)N1CCOCC1	-0.1	1.9	13	0.9	2	-13	-5	-1	-5
CNc1sc(C(=O)c2cccs2)c(N)c1-c1nc2ccccc2s1	0.3	-0.4	22	2.9	-12	25	-23	-9	-11
COc1ccc(Br)cc1CNC(=O)C1CCN(S(=O)(=O)N2CCCCC2)CC1	0.5	0.9	-4	2.0	3	8	12	-21	39
O=C(c1ccco1)N1CCN(C(=O)c2ccc(COc3ccc4c(c3)CCC4)o2)CC1	0.3	0.1	-17	-0.3	7	-13	-21	-11	-4
Cc1cc(CNCc2c(C(=O)N3CCCCCCC3)nc3ccc(Cl)cn23)nn1C	-0.8	-0.2	-5	-0.3	3	-9	-15	-25	-24
CC(=O)OCc1c(C(F)(F)F)nn(C)c1Sc1ccccc1	-1.0	0.6	3	-2.1	-2	8	41	-30	7
CCSc1nc2ccccc2[nH]1	0.0&0.4	-1.0&0.5	-4&13	1.2&-0.2	5&3	-16&8	4&15	14&4	8&31
CCOC(=O)C1CCCN(C(=O)c2csc(-c3ccc4c(c3)CCO4)n2)C1 (stereo not drawn)	-0.4	-1.3	-6	-3.2	/	-12	0	-1	-1
COc1cccc(/C=C/C(=O)OC(C)C(=O)Nc2c(C)n(C)n(-c3ccccc3)c2=O)c1 (stereo not drawn)	0.1	0.6	-10	-0.9	-1	7	-8	-23	11
CC(C)NC(=O)CC(=O)N/N=C/c1c(F)cccc1Cl	0.4	2.2	5	0.7	6	2	-35	-20	-20
Cc1c2cnn(CC(=O)Nc3c(F)c(F)cc(F)c3F)c(=O)c2c(C)n1Cc1ccccc1F	-0.1	-1.5	-29	0.7	1	-16	13	9	47
CC1(N2CCOCC2)CC2(O)C(=[N+]1[O-])CCc1c2no[n+]1[O-] (stereo not drawn)	1.2	-0.8	-5	-0.7	-1	7	14	-1	38
O=C1c2ccncc2C(=O)N1Cc1cccc(Cl)c1	0.4	2.8	-13	0.7	1	14	22	-4	-4
Nc1nc(NCC2CCCO2)nc(Nc2cccc(F)c2)c1[N+](=O)[O-] (stereo not drawn)	1.0	1.1	1	0.5	/	30	0	-2	19
CC(C)(C)C(=O)Cn1ncc(Br)c(Br)c1=O	-0.1	-3.7	3	-1.9	14	1	23	64*	104*
CCCCn1cnc2c1c(=O)[nH]c(=O)n2CCCC	0.3	-0.9	-8	-0.1	0	-1	7	-13	-16
O=c1cc(CO)[nH]cc1OCc1ccccc1	0.6	0.9	1	0.7	/	-2	-17	-14	4
COc1ccc(C(=O)N2CCN(S(=O)(=O)c3ccc(C)cc3)CC2)cc1S(=O)(=O)N1CCOCC1	0.8	-0.8	-4	0.3	/	13	-12	9	6
